RAD52 inh – RAD52 DNA annealing inhibitors, primary screen, biochemical, FRET, single point, set 2. DNA repair protein RAD52 homolog (Homo sapiens), P43351. recombinant RAD52 DNA annealing, FRET fluorescence. inhibition, % at 18.7 µM. 360,000 tested, 0.46% active. AID 651710, 2012;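 active means every replicate showing at least 50% inhibition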
RAD54 branch – inhibitors of human RAD54 branch migration, primary screen, biochemical, fluorescence, single point. DNA repair and recombination protein RAD54-like (Homo sapiens), Q92698. RAD54 Holliday junction branch migration, FAM/BHQ fluorescence. inhibition, % at 10.4 µM. 360,000 tested, 0.14% active. AID 602329, 2012;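 active means mean normalized replicate activity at least 40 and at least half of replicates scoring 40 or more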;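 further: 0% = median of neutral control wells and 100% = median of positive control wells; inhibitors cause a drop in the FAM fluorescence signal; in these data hits start at about 50%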
CFTR F508del cor – F508del CFTR correction, initial screen, CFBE line, single point; AID 720511, 2013; 350,000 tested, 0.36% active; CFBE cells, YFP halide quenching; stimulated with forskolin plus potentiator P3; % fluorescence drop versus neutral controls; activity (quench increase), % at 7.58 µM;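 active means mean added fluorescence quench of at least 8% versus neutral control, with both replicates also reaching 8%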;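 further: cells transiently co-express mutant CFTR-F508del with the halide-sensitive YFP; corrector assay measuring rescue of mutant channel to the surface after 24 h compound exposure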
Casp6 inh – human caspase-6 inhibitors, primary screen, biochemical, VEID-R110 fluorescence, single point, set 2. inhibition, % at 12.5 µM. AID 686996, 2013. purified caspase-6, Z-VEID-R110 cleavage fluorescence. 350,000 tested, 0.53% active;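 active means mean inhibition across replicates at least about 35%, with every replicate also reaching that limit, limit read from the data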;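 further: 0% = median of neutral control wells and 100% = no fluorescence left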
Target sequence (P55212 24-179 limits assumed): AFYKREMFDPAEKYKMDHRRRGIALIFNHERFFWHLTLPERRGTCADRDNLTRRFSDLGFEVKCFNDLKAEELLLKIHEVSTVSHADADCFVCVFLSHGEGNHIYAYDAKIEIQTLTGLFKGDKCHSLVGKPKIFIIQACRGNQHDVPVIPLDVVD
Target sequence (P55212 194-293 limits assumed): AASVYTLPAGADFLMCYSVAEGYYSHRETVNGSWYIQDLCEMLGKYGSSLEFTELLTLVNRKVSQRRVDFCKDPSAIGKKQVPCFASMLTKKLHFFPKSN
XiGFP reactiv – activators of inactive X chromosome reactivation, primary screen, imaging, XiGFP fibroblasts, GFP high-content imaging, set 2; XiGFP mouse fibroblasts, % GFP-positive cells imaging, 3 d; cells co-treated with 5-aza-dC sensitizer; scaled so ellipticine positive control = 100%; 360,000 tested, 0.055% active; activation, % at 7.58 µM;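 active means mean normalized replicate activation at least 10% and every replicate at or above 10%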;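 further: 0% = median of on-plate neutral control wells and 100% = ellipticine 6 µM median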
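Material: XiGFP fibroblasts, SV40-immortalized. Buffer or medium: DMEM plus 5-aza-dC sensitizer. Compound: single concentration per compound, delivered by pin transfer. Times: 3 days compound exposure. Controls: ellipticine 6 µM.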
E-selectin induc – E-selectin induction in HUVECs, primary screen, imaging, HUVEC, immunofluorescence imaging, single point. P16581. normalized: neutral wells 0, TNF-alpha wells 100. activation, % at 7.58 µM. 260,000 tested, 0.37% active. AID 686992, 2013;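 active means mean E-selectin-positive cell signal at least 10% of the positive control, reached in at least 60% of replicates, without over 20% cell loss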;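 further: in these data hits start at about 27%; measured in HUVEC primary endothelial cells; signal is the percent of cells scored E-selectin positive by PE staining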
Target sequence (P16581 whole entry, looked up): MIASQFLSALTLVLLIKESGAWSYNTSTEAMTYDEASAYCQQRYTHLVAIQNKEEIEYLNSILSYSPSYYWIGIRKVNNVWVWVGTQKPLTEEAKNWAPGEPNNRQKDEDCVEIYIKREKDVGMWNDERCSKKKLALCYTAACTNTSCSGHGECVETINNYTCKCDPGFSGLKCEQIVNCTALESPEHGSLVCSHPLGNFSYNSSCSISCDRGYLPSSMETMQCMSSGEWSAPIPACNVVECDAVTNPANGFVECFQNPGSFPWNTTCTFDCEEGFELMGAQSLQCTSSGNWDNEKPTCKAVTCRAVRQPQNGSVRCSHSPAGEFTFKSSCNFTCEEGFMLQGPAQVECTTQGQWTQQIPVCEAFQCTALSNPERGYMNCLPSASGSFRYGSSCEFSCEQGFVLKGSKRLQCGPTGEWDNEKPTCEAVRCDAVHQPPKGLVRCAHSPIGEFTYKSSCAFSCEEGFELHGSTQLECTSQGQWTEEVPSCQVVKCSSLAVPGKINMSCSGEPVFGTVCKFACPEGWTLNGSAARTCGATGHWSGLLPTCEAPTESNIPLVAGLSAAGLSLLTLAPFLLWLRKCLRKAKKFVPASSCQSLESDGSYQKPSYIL
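assay system = HUVEC, human umbilical vein endothelial cells | input = 3,000 HUVEC seeded per well | medium = EGM-2 growth medium on 0.1% gelatin-coated wells | dosing = one compound dose added by pin transfer | signal = immunofluorescence imaging | read-out basis = % PE-positive cells | control set = TNF-alpha, DMSO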
DENV2 CPE – inhibitors of DENV2 cytopathic effect, primary screen, cell-based, plate reader, single concentration; DENV2-infected cells, cytopathic effect rescue; 350,000 tested, 1.7% active; CPE inhibition, % at 9.99 µM; in the data active means CPE inhibition above about 20%, passing the limit was not always enough; tested in BHK-21 cells;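 further: 0% = median of neutral control wells and 100% = median of positive control wells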
INS-1E GSIS act – GLuc luminescence reporter in INS-1E cells, primary screen for activators of glucose-dependent secretion of insulin | INS-1E GLuc reporter insulin secretion, 2-3 h | 370,000 tested, 0.61% active | activation, % at 16.6 µM | AID 743287, 2014;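 active means lowest replicate activation of at least 40%, so every replicate reaches that level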;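 further: 0% = median of neutral control wells and 100% = median of IBMX positive control wells; some compounds called inactive have numbers as strong as hits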
* hit, by the source's call; / = no result given; & = joins results of further samples.

SMILES	RAD52 inh	RAD54 branch	CFTR F508del cor	Casp6 inh	XiGFP reactiv	E-selectin induc	DENV2 CPE	INS-1E GSIS act
Cc1cccc(C)c1NC(=O)C1NC(=O)CC1c1ccccc1 (centres undefined)	-5	2	0.7	1	0.2	-0.1	-5	9
CC(C)CC(NC(=O)C(COCc1ccccc1)NC(=O)OC(C)(C)C)C(=O)NN (centres undefined)	-10	/	-2.9	/	0.1	-0.8	-4	-6
CCC(C)(C)NC(=O)C(c1ccc(OC)cc1)N(CCOC)C(=O)CCC(=O)Nc1nccs1 (centres undefined)	-14	/	0.9	0	-0.1	/	/	-2
C[C@@H]1CN([C@@H](C)CO)C(=O)c2cc(NC(=O)Cc3cn(C)c4ccccc34)ccc2O[C@H]1CN(C)Cc1ccc2c(c1)OCO2	-14	40	0.1	-2	0.3	39*	8	-11
CCOC(=O)c1c(C)[nH]c(C(=O)OCC(=O)NCc2ccc(F)cc2)c1C	-10	11	-1.5	-5	0.0	0.7	5	0
Cc1cc(N(CN2CCCC2=O)C(=O)c2ccc(OC(C)C)cc2)no1	-11	/	-0.2	1	0.1	/	7	4
C=CCn1c(SCC(=O)NC2CC2)nnc1-c1cccc(OC)c1	-8	3	-1.8	-2	0.5	0.0	11	5
CCCc1ccc(C(=O)NC(=O)c2ccccc2O)cc1	-8	5	0.7	-1	0.1	/	3	/
O=C(NCc1cccc(C(F)(F)F)c1)C1CC(c2cccc(F)c2)=NO1 (centres undefined)	3	5	-1.6	0	-0.1	0.2	-12	-32
O=S(=O)(Nc1ccccn1)c1cccs1	-12	/	-1.2	0	0.2	/	2	0

Laid out differently: eight of the compounds above.
Values in the order: RAD52 inh, RAD54 branch, CFTR F508del cor, Casp6 inh, XiGFP reactiv, E-selectin induc, DENV2 CPE, INS-1E GSIS act
CC(C)CC(NC(=O)C(COCc1ccccc1)NC(=O)OC(C)(C)C)C(=O)NN (centres undefined)
 : -10, /, -2.9, /, 0.1, -0.8, -4, -6
CCC(C)(C)NC(=O)C(c1ccc(OC)cc1)N(CCOC)C(=O)CCC(=O)Nc1nccs1 (centres undefined)
 : -14, /, 0.9, 0, -0.1, /, /, -2
C[C@@H]1CN([C@@H](C)CO)C(=O)c2cc(NC(=O)Cc3cn(C)c4ccccc34)ccc2O[C@H]1CN(C)Cc1ccc2c(c1)OCO2
 : -14, 40, 0.1, -2, 0.3, 39*, 8, -11
CCOC(=O)c1c(C)[nH]c(C(=O)OCC(=O)NCc2ccc(F)cc2)c1C
 : -10, 11, -1.5, -5, 0.0, 0.7, 5, 0
Cc1cc(N(CN2CCCC2=O)C(=O)c2ccc(OC(C)C)cc2)no1
 : -11, /, -0.2, 1, 0.1, /, 7, 4
C=CCn1c(SCC(=O)NC2CC2)nnc1-c1cccc(OC)c1
 : -8, 3, -1.8, -2, 0.5, 0.0, 11, 5
CCCc1ccc(C(=O)NC(=O)c2ccccc2O)cc1
 : -8, 5, 0.7, -1, 0.1, /, 3, /
O=C(NCc1cccc(C(F)(F)F)c1)C1CC(c2cccc(F)c2)=NO1 (centres undefined)
 : 3, 5, -1.6, 0, -0.1, 0.2, -12, -32

Next compounds follow:
SMILES	RAD52 inh	RAD54 branch	CFTR F508del cor	Casp6 inh	XiGFP reactiv	E-selectin induc	DENV2 CPE	INS-1E GSIS act
Cc1cccc(-c2nc(CN3CCN(C(=O)C4CCCO4)CC3)cs2)c1 (centres undefined)	-1	-5	1.2	1	0.0	1.2	-3	-1
CCNC(=O)C(=O)Nc1cc2c3c(c1)CCC(=O)N3CCC2	-12	6	0.8	-2	0.0	0.4	-5	-4
CCNC(=O)C[C@@H]1CC[C@@H]2[C@H](COC[C@@H](O)CN2C(=O)c2ccccn2)O1	-9	-6	-1.1	1	0.0	0.0	-5	0
C[C@@H]1CN([C@H](C)CO)C(=O)c2cccc(NC(=O)CCCCCC(=O)Nc3ccccc3N)c2O[C@@H]1CN(C)Cc1ccncc1	3	/	2.5	1	0.3	-0.3	3	-1
COCC(=O)N1CC2(CCN(Cc3ccccc3Cl)CC2)c2c([nH]c3cc(OC)ccc23)[C@@H]1CO	12	/	-0.6	1	-0.1	0.0	2	-4
CC(C)c1cn(CC[C@H]2CC[C@H](NC(=O)C3CCC3)[C@@H](CO)O2)nn1	9	8	0.4	0	-0.4	-0.8	-5	10
COc1ccc(CCN2C(=NC(C)=O)SC3CS(=O)(=O)CC32)cc1OC (centres undefined)	-21	1	1.9	0	0.1	/	-5	15
Cc1ccc(S(=O)(=O)N(C)C[C@@H]2Oc3ccc(NC(=O)NC(C)C)cc3C(=O)N([C@H](C)CO)C[C@@H]2C)cc1	/	-4	0.2	/	-1.1	-0.2	/	-8
CC(=O)C1=C(O)C(=O)N(CCCO)C1c1ccccc1 (centres undefined)	-12	-5	-1.2	-3	/	/	1	6
O=C1C2CCCN2C(=O)N1CCCCN1CCN(c2ccccc2)CC1 (centres undefined)	/	-4	/	/	0.4	1.8	/	-5

The final 2 compounds of the section before come first, to join the parts.
SMILES	RAD52 inh	RAD54 branch	CFTR F508del cor	Casp6 inh	XiGFP reactiv	E-selectin induc	DENV2 CPE	INS-1E GSIS act
CC(=O)C1=C(O)C(=O)N(CCCO)C1c1ccccc1 (centres undefined)	-12	-5	-1.2	-3	/	/	1	6
O=C1C2CCCN2C(=O)N1CCCCN1CCN(c2ccccc2)CC1 (centres undefined)	/	-4	/	/	0.4	1.8	/	-5
C/C=C/c1ccc([C@@H]2[C@@H](CO)N[C@@H]2CN(C)S(=O)(=O)c2ccccc2)cc1	/	1	-1.2	/	0.5	0.0	4	-12
O=C(Cc1ccccc1F)Nc1cc(S(=O)(=O)N2CCOCC2)ccc1N1CCCC1	-18	5	0.7	-7	0.0	0.0	-6	/
C[C@@H]1CN([C@@H](C)CO)C(=O)c2cc(NC(=O)c3ccncc3)ccc2O[C@@H](C)CCCCO[C@@H]1CN(C)C(=O)Nc1ccccc1	1	3	-2.1	1	0.0	/	4	9
COc1cccc(C2c3[nH]c4ccccc4c3C[C@H]3C(=O)N(CCCOC(C)C)CC(=O)N23)c1 (some centres undefined)	-19	11	-2.1	-3	0.1	/	-1	30
CN1CCN(c2ccc(-c3cccc4nccn34)cn2)CC1	9	13	-0.8	-18	0.1	0.0	2	10
C[C@@H]1CCCCO[C@@H](CN(C)Cc2ccc(Cl)c(Cl)c2)[C@H](C)CN([C@@H](C)CO)C(=O)c2cc(NS(=O)(=O)c3ccccc3)ccc2O1	-7	-8	2.6	0	0.5	0.6	9	-9
COc1ccc2c(C)c(C)c(=O)oc2c1OC	-10	/	0.0	/	-0.1	1.6	4	22
C[C@@H]1CCCCO[C@H](CN(C)S(=O)(=O)c2ccccc2)[C@@H](C)CN([C@@H](C)CO)C(=O)c2cc(NC(=O)C3CCCCC3)ccc2O1	-30	-1	0.2	1	0.0	0.0	-2	-19
O=C(NCC1CCCO1)c1cccc(Oc2ccccc2)c1 (centres undefined)	-21	-11	-1.7	-4	0.2	-0.6	11	8
COc1ccccc1NC(=O)c1c(C)nn(-c2ccccc2)c1Cl	-6	-2	0.0	1	0.2	/	-1	6
COc1ccc(CN(C)C[C@@H]2Oc3ccc(NC(=O)C4CCCCC4)cc3C(=O)N([C@H](C)CO)C[C@@H]2C)cc1	8	5	2.6	-2	0.1	-0.2	4	-6
CNC(=O)C[C@H]1CC[C@@H]2[C@@H](COc3ccc(NC(=O)c4ccccc4OC)cc3C(=O)N2C)O1	10	-1	-1.9	0	-0.2	0.0	17	3
Clc1nc(NCCN2CCOCC2)nc(NCc2ccccc2)n1	-1	/	-0.6	-4	0.0	/	0	4
O=C(N[C@@H]1CC[C@@H](CCNS(=O)(=O)c2ccc(Cl)cc2)O[C@@H]1CO)c1cccnc1	0&-18	-3	-2.7&1.9	2&-4	0.2&-0.1	0.9&-1.3	-8&14	4&1
COc1cc(CNC(=O)c2cc(C(=O)NCc3cc(OC)cc(OC)c3)n(C)n2)cc(OC)c1	-1	-8	-1.3	7	0.1	3.8	-4	-19
CO[C@@H]1CC[C@@H]2CCOc3c(C#N)cccc3C(=O)N(C)CC3(CCCCC3)CC(=O)N(C)C[C@H]1O2	9	5	-2.5	1	0.3	0.3	-4	-4
C[C@@H]1CCCCO[C@H](CN(C)C(=O)Nc2ccc(C(F)(F)F)cc2)[C@H](C)CN([C@H](C)CO)C(=O)c2cc(NC(=O)Nc3ccc(F)cc3)ccc2O1	26	-4	5.5	0	-0.1	0.3	-1	11
Oc1c(Br)cc(Br)cc1CNn1cnnc1	-10	-9	-4.6	0	0.0	0.0	-2	2
C=C1CCN([C@@H](CC(C)C)C(=O)NCc2ccc(OC)cc2)S(=O)(=O)c2ccccc21	-23	-11	0.0	0	-0.4	-0.4	-8	13
Cc1ccc(S(=O)(=O)N(C)C[C@H]2OCCCC[C@H](C)Oc3ccc(NC(=O)Nc4ccc5c(c4)OCO5)cc3C(=O)N([C@H](C)CO)C[C@H]2C)cc1	-15	3	-4.7	0	0.1	/	3	8
COc1ccc(NC(=O)C(c2ccccc2)N2CCN(c3ccccn3)CC2)cc1Cl (centres undefined)	-3	/	/	-1	0.2	0.0	-4	-14
O=C(C[N+]1(CC#Cc2ccccc2)CCOCC1)c1ccc(Cl)cc1	-6	/	-3.2	-3	-0.1	2.9	0	0
Cc1noc(C)c1NC(=O)N(C)C[C@@H]1Oc2ccc(NC(=O)C3CCCCC3)cc2CC(=O)N([C@@H](C)CO)C[C@H]1C	14	2	-1.2	0	-0.3	0.0	-14	18
Cc1ccc(-n2c(C)cc(C3=NNC(=NC4CC4)SC3)c2C)cc1C	-4	/	-2.6	2	0.0	0.8	3	-7
N#C[C@H]1[C@H](c2ccccc2-c2cccc(F)c2)[C@@H](CO)N1C(=O)C1CCCCC1	-28	/	1.2	/	0.2	-0.1	-9	-13
CC(C)n1cnnc1SCC(=O)NC(=O)c1ccccc1	2	5	-2.7	3	0.1	/	11	-7
CS(=O)(=O)N(CC(=O)NC1CCCC1)Cc1ccc(F)cc1	-5	4	1.2	2	0.0	/	-1	15
Cc1ccc(S(=O)(=O)NCC(=O)N2CCc3ccccc3C2)cc1	-9	0	-2.1	-2	0.0	/	2	-10
Cc1noc(C)c1NC(=O)Nc1ccc2c(c1)C(=O)N([C@@H](C)CO)C[C@@H](C)[C@H](CN(C)Cc1ccc(C(F)(F)F)cc1)O2	11	2	-2.3	4	0.7	/	16	13
COc1cccc(C2c3c(-c4ccccc4)n[nH]c3C(=O)N2c2ccc(C(=O)O)cc2)c1 (centres undefined)	-18	-3	/	3	/	/	/	14
CCOC(=O)c1nn(-c2ccccc2)c(=O)cc1OCC(=O)Nc1cc(C)ccc1C	4	6	-1.0	2	0.0	1.9	-1	-5
CC(NCc1ccccc1O)C12CC3CC(CC(C3)C1)C2 (centres undefined)	4	-12	3.9	0	-0.1	0.5	7	3
Cc1cccc(CN2CCCC(C(=O)c3ccc4c5c(cccc35)CC4)C2)n1 (centres undefined)	-38	0	-1.5	-3	/	1.2	-2	34
CS(=O)(=O)N1[C@H](CO)[C@@H](c2ccc(C#CC3CCCC3)cc2)[C@@H]1C#N	12	5	0.4	0	0.3	-0.4	5	-5
Cc1ccc2c(c1)N(CC(=O)N1CCCc3ccccc31)C(=O)CO2	-4	2	1.0	4	/	/	-8	17
Cc1cc(C)n2nc(SCC(=O)N3CCC(C(=O)O)CC3)nc2n1	-11	/	-0.4	-7	0.3	0.0	6	/

Screens from PubChem.
